# DRD3 antagonist – antagonists of human D3 dopamine receptor | D3R cells, DiscoveRx beta-arrestin luminescence, antagonist mode; hits give low values | max response, negative = inhibition, % | actives 2.5% (n = 360,000) | AID 652054; in the data active means max response below about -50%; inconclusive means no clear call, values can overlap the other calls; further: on the % scale 0 is the no-effect control and ±100 the full control effect; mostly tested at two doses, the higher about 12 µM
#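 Cells expressing the human receptor were seeded at 1500 cells/well, incubated overnight at 37 degrees C in 5% CO2, then exposed to library compounds with dopamine controls for 90 minutes at 37 degrees C before luminescent detection.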
# KB-V1 MDR tox – kills drug-selected multidrug resistant KB-V1 cells; KB-V1 MDR cells viability, CellTiter-Glo, 72 h; Potency, µM (highest dose often 46.1 µM), without a hit: at the highest dose activity change, negative = cytotoxicity, actives largely listed as cytotoxic; actives 3.4% (n = 400,000); further: potency means the concentration at half of the fitted maximal effect; on the % scale 0 is the no-effect control and ±100 the full control effect; nearly all actives have a fitted effect of over 60% in size
#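 Cytotoxicity via CellTiter-Glo luminescence after 72 h compound exposure at 37 degrees C. Cells: drug-selected KB-V1 line, DMEM phenol-red free plus 10% FBS. Compounds tested at multiple concentrations; normalized data fitted to concentration-effect curves.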
# GLP-1R agonist – agonists of human GLP-1 receptor. P43220. HEK293 GLP-1R CRE-luciferase, luminescence, 4-6 h; cells express a hypersensitive GLP-1R form. Potency, µM (series often up to 45.6 µM), inactives show at the top dose activation, usual class: activators. actives 0.007% (n = 380,000); further: potency means the concentration at half of the fitted maximal effect; % of control where 0% means no effect
# Target sequence (P43220 whole entry, looked up): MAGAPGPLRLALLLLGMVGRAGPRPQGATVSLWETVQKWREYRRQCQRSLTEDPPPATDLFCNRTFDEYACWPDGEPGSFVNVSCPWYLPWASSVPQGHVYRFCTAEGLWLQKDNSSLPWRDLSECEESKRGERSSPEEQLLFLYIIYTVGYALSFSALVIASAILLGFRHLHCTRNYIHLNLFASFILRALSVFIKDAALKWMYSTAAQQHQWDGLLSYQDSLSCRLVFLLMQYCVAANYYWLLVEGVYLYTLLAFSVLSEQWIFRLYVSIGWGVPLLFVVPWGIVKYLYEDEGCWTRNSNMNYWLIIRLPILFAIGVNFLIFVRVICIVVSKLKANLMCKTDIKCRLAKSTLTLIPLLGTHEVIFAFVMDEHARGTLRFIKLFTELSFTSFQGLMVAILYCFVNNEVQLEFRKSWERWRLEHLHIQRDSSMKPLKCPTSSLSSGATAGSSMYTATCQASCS
# PTHR1 agonist – PTHR1 (human) receptor agonism; AID 743266; Potency, µM (top dose mostly 115 µM), inactives show at the highest dose activation, hits mostly activators; HEK293 GP2 PTHR1 cells, GloSensor cAMP luminescence, 1 h; actives 0.075% (n = 410,000); Q03431; further: potency means the concentration at half of the fitted maximal effect; nearly all actives have a fitted effect of over 55% in size; some results filed as inactive show a strong effect at the top dose; inactives centre near -15; many of its hits are not listed in these tables
# Target sequence (Q03431 whole entry, looked up): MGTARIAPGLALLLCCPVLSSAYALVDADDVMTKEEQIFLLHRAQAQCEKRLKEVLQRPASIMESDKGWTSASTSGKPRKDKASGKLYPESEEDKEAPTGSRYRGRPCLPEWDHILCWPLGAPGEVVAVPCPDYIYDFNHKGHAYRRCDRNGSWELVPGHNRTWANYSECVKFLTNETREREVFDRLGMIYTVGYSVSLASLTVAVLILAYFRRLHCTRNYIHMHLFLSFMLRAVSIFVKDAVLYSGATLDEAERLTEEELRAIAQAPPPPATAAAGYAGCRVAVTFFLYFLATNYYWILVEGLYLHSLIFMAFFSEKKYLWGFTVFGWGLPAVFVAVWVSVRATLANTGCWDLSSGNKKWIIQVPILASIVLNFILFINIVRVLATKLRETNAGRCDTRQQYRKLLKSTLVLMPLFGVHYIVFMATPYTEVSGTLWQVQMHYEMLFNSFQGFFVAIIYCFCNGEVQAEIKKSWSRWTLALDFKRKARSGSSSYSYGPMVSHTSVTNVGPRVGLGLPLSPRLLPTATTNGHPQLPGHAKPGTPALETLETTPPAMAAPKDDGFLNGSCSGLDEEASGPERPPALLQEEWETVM
#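 HEK-293-derived GP2 cells expressing PTHR1 and a GloSensor cAMP reporter, 3,000/well, plated overnight, given luciferin plus IBMX (each 0.5 mM as added) for 1 h at 37 °C, then compound for 1 h at 37 °C. Luminescence was read after 15 min at room temperature.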
# GLP1R cytotox – cytotoxic in the GLP-1 receptor inverse agonist counter-screen; HEK293 cAMP-luciferase reporter cells, luminescence, 24 h; Potency, µM (top dose mostly 38.3 µM), inactives show top-dose activity change, negative = inhibition, hits mostly inhibitors; actives 0.13% (n = 410,000);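 further: loss of luciferase light is scored as toxicity; potency means the concentration at half of the fitted maximal effect; on the % scale 0 is the no-effect control and ±100 the full control effect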
#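 Step one: seed cells (200 cells/uL, DMEM with 10% Nu serum, 1% pen-strep). Step two: 12-hour incubation at 37 deg C. Step three: pin 23 nL compound, incubate 24 hr. Step four: add luciferase reagent, read luminescence 12 min later.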
# TDP43 rescue – TDP-43 toxicity inhibition in yeast. actives 1.8% (n = 410,000). TDP-43 expressing yeast growth rescue, BacTiter-Glo, 24 h. Potency, µM (top dose mostly 46.1 µM), for inactives: at the top dose growth rescue (activation), usual class: activators; further: potency means the concentration at half of the fitted maximal effect; % of control where 0% means no effect; nearly all actives have a fitted effect of over 50% in size
#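 Yeast expressing TDP-43 (pregrown in raffinose, seeded at OD600=0.02 in galactose medium) exposed to compounds 24 hr at 30 deg C. Growth read by BacTiter-Glo luminescence; rescue of toxicity appears as increased signal.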
# DRD3 agonist – activates the human D3 dopamine receptor. P35462. D3R DiscoveRx beta-arrestin cells, luminescence, 90 min. max activation, %. actives 0.58% (n = 410,000); in the data active means max activation above about 30%; further: 0% is about no effect; mostly tested at two doses, the higher about 12 µM
#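 Cells at 1500/well, incubated overnight, then treated with pinned compounds (dopamine as control) for 90 min at 37 degrees C. DiscoveRx reagent added for 30 - 60 minutes at room temperature; luminescence read.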
# aSyn rescue – alpha-synuclein toxicity inhibition in yeast; Yeast expressing alpha-synuclein, growth rescue, BacTiter-Glo, 24 h; Potency, µM (highest dose often 46.1 µM), inactives show at the highest dose growth rescue (activation), most hits filed as activators; actives 0.14% (n = 370,000); AID 652106; further: potency means the concentration at half of the fitted maximal effect; % of control where 0% means no effect; nearly all actives have a fitted effect of over 65% in size
#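 Rescue of yeast growth: cells expressing toxic alpha-synuclein, induced in galactose at OD600 0.02, incubated with compound 24 h at 30 C. ATP luminescence quantified growth; inhibitors of toxicity appear as activators.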
# GLP-1R inv ag – inverse agonists of human GLP-1 receptor | P43220 | HEK293 GLP-1R CRE-luciferase, luminescence, 24 h; GLP-1R form is constitutively active | Potency, µM (top dose mostly 38.3 µM), for inactives: at the top dose activity change, negative = inhibition, actives largely listed as inhibitors | actives 1.6% (n = 410,000); further: potency means the concentration at half of the fitted maximal effect; on the % scale 0 is the no-effect control and ±100 the full control effect; nearly all actives have a fitted effect of over 55% in size
#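 Constitutively active GLP-1R drives a cAMP-responsive luciferase in stably transfected HEK293 cells; test compounds are added after overnight (12 h) attachment and left 24 hr, and signal loss in luminescence marks inhibition.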
# * hit, by the source's call; i = inactive; ? = inconclusive; . = no result given; [ ] = another dose, or the depositor's remark. Unless noted, the call rests on the fitted dose curve; in most records, active means well fitted curve in the direction sought with a large enough effect; inconclusive means small, poorly fitted or top-dose-only effect, or another doubt; inactive means no such curve, though single readings can be large; an effect the other way counts as inactive or inconclusive. The list is partial (hit frequency here may not be typical).
SMILES	DRD3 antagonist	KB-V1 MDR tox	GLP-1R agonist	PTHR1 agonist	GLP1R cytotox	TDP43 rescue	DRD3 agonist	aSyn rescue	GLP-1R inv ag
COc1ccc(N2C(=O)CC(Nc3ccc(N4CCOCC4)cc3)C2=O)c(OC)c1 (stereo not drawn)	-25.2	2.2%	-4.0%	-6.6%[57.5 µM]	-5.7%	-1.7%	11.7	-10.3%	2.3%
CCN(CC)c1c(C)nc2ccc(C(=O)N3CCN(C(=O)c4ccco4)CC3)cn12	-29.2	-14.8%	0.0%	-4.4%	4.5%	0.0%	-5.4	-1.5%	1.0%
COc1ccc(C(=O)CCc2nc3ccccc3s2)cc1	5.1	-26.9%	8.2%	i	-1.3%	1.7%	-1.4	-6.8%	16.3%
CC(=O)c1cccc(NC(=O)CN(C)S(=O)(=O)c2ccc3c(c2)CCC(=O)N3)c1	-7.0	0.1%	5.0%	-10.1%	-5.3%	2.5%	-2.8	-3.9%	8.5%
COc1ccc(-c2n[nH]c(=S)n2C2CCCCC2)cc1	-26.3	-4.1%	0.6%	-19.6%[57.5 µM]	-21.4%	26.3%	1.3	8.2%	-29.7%
Cc1ccc(C(=O)NCC(C)NC(=O)c2ccc(C)c(C)c2)cc1C (stereo not drawn)	-10.5	-2.2%	10.7%	-15.5%	1.9%	-2.7%	-4.1	0.6%	-25.6%
Cc1[nH]nc(S(=O)CC(=O)O)c1[N+](=O)[O-] (stereo not drawn)	-5.2	?	7.3%	-20.3%	-3.8%	-17.4%	9.1	-0.5%	-13.3%
Cc1ccc(-c2nsc(SCC(=O)NCC3CCCO3)n2)cc1 (stereo not drawn)	-8.2	?	12.7%	-27.5%	11.1%	0.0%	5.4	1.1%	?
O=C(O)CNc1ncccc1[N+](=O)[O-]	9.3	-0.1%	-1.0%	-7.6%	?	0.5%	-2.8	0.4%	0.9%
O=C(Cn1ncc2c3ccccc3n(Cc3cccc(Cl)c3)c2c1=O)NCc1cccs1	.	3.3%	.	i	6.7%	?	0.7	.	9.5%
CCOC(=O)N(C)C[C@@H]1OCc2cnnn2CCCC(=O)N([C@@H](C)CO)C[C@@H]1C	14.7	-1.0%	-4.3%	-24.2%	0.3%	19.6%	-4.7	0.0%	5.6%
COc1ccc(C(=O)N/N=C(\C)CC(=O)Nc2ccc(Cl)cn2)cc1	0.0	-8.2%	14.2%	i	?	-4.9%	-15.1	-0.4%	11.9%
CCOC(=O)c1c(C)[nH]c(C(=O)N2CCC(C(=O)OCC)CC2)c1C	13.9	-16.6%	10.6%	3.0%	0.3%	0.7%	-9.6	1.0%	18.2%
CC1Cn2cc(C(=O)Nc3cccc(C(F)(F)F)c3)c(=O)c3c(Cl)ccc(c32)O1 (stereo not drawn)	.	16.6%	.	?	-1.2%	-1.0%	-15.6	.	13.4%
Cc1cccc(C(=O)NCC(=O)OCC(=O)c2ccc(C)s2)c1	11.7	21.9%	6.8%	i	-3.9%	-2.5%	-0.8	12.2%	5.5%
CN1CCN(C(=O)CNC(=O)c2cccs2)CC1	26.0	6.3%	-4.0%	-68.0%[inhibitor]	-0.2%	17.8%	7.1	7.5%	12.9%
O=C(Nc1ccc2nc3n(c(=O)c2c1)CCCC3)c1cccc([N+](=O)[O-])c1	12.5	?	21.9%	-5.7%	14.4%	5.9%	18.7	2.9%	42.7%[activator]
COc1cccc(/C(O)=C/c2nc3ccc(C(=O)NCCc4cccc(C)c4)cc3[nH]c2=O)c1	8.6	?	-15.1%	i	109.2%[activator]	-8.0%	1.3	-4.7%	-1.4%
CCS(=O)(=O)N1Cc2ccccc2CC1C(=O)OCC(=O)Nc1ccc(C)cc1 (stereo not drawn)	13.1	27.4%	1.8%	-21.9%	-0.8%	25.2%	2.0	6.2%	-18.1%
O=C(NNC(=O)c1cccs1)c1ccc(Cl)c(S(=O)(=O)N2CCCC2)c1	-19.8	-5.3%	-3.0%	i	2.6%	-17.5%	-3.7	-26.0%	-2.2%
N/C(=N\OC(=O)c1ccccc1)c1ccncc1	8.5	1.2%	4.8%	i	-0.2%	-3.0%	7.1	-3.6%	-4.3%
O=C(c1ccc(Br)o1)N1CCN(c2ccccn2)CC1	13.0	0.0%	-1.0%	i	4.7%	6.8%	0.4	0.0%	-12.3%
c1ccc(C2=Nn3c(nnc3-c3ccco3)SC2)cc1	-22.1	?	19.6%	-22.7%	-8.6%	-14.4%[0.397 µM]	-10.9	-3.4%	131.4%[activator]
O=C(/C=C/c1ccccc1)NCCS(=O)(=O)N1CCN(c2ccc(F)cc2)CC1	-0.3	-16.3%	-2.2%	i	-8.3%	6.1%	1.3	-3.1%	8.9%
Cc1c(Cl)cccc1NC(=O)C(C)n1nnc2sc3c(c2c1=O)CCCC3 (stereo not drawn)	.	2.1%	.	-16.1%	12.9%	16.4%	-9.9	.	-0.8%
COc1ccc(NC(=O)COC(=O)c2ccncc2)c(OC)c1	-27.2	0.0%	12.2%	-11.8%	12.9%	-16.7%	-7.0	0.0%	20.5%
NC(=O)COC(=O)c1cc(-c2cccs2)nn1-c1ccccc1	-1.2	-3.1%	0.3%	i	-17.3%	0.0%	0.9	-0.3%	5.7%
COc1ccc(NCc2ccc([N+](=O)[O-])s2)c(OC)c1	0.0	-7.0%	16.5%	i	?	10µM*	-3.8	17.5%	114.1%[activator]
Cc1ccc(S(=O)(=O)Nc2ccc3c(c2)OCCO3)c(C)c1NS(C)(=O)=O	9.6	?	9.2%	-22.1%	-4.6%	-15.4%	-11.2	-7.8%	11.4%
Cc1ccc(C(C)C)c(OCc2ccc(C(=O)N/N=C/c3cccc(O)c3O)cc2)c1	28.5	-28.2%	10.3%	i	?	12.6µM*	23.5	12.6µM*	?
COc1ccccc1CNC(=O)CCn1cnc2ccccc2c1=O	.	?	.	i	0.6%	-5.4%	-17.8	.	1.8%
CCOC(=O)CC1(C)Oc2cc(Cl)ccc2N1S(=O)(=O)c1ccc(C)cc1 (stereo not drawn)	0.0	?	.	i	4.7%	-2.0%	-8.3	11.0%	?
COCCCNC(=O)c1cccc2c(-c3cccc(C(N)=O)c3)coc12	44.5	?	16.7%	i	-13.8%	6.1%	6.2	-1.2%	21.7%
COc1ccc(N(C(=O)CNC(=O)c2cccs2)C(C(=O)NCC2CCCO2)c2ccccc2)cc1 (stereo not drawn)	4.1	-3.4%	5.7%	i	8.4%	-3.7%	13.2	7.5%	-1.2%
COc1ccc(N2C(=O)C(F)(F)C2c2cccc(F)c2)cc1 (stereo not drawn)	-9.4	5.5%	-3.5%	i	-11.6%	5.5%	-1.0	-7.5%	?
COc1ccc(CC(=O)NCc2nc3cccnc3n2Cc2ccc(C)cc2)cc1OC	.	.	.	-3.1%	1.7%	?	-1.9	.	3.4%
O=C(COC(=O)c1cccc(S(=O)(=O)N2CCOCC2)c1)Nc1ccc2c(c1)OCO2	-5.9	23.1%	-1.5%	-0.7%	-2.6%	7.0%	-12.0	-0.1%	19.4%
Cc1ccc(C2CC(c3ccccc3Cl)n3nc(N)nc3N2)cc1 (stereo not drawn)	-15.3	37.8%	14.2%	-24.8%	-4.3%	11.6%	-1.9	-3.4%	-4.9%
CCOC(=O)[C@H]1[C@H]2COc3ccc(Br)cc3[C@@H]2N2C(=O)c3cc(F)c(F)cc3NC(=O)[C@@]12C	?	-32.2%	-1.2%	-39.6%[inhibitor]	-15.3%	29.4%	-6.1	1.4%	?
CCOc1cc(/C=N\NC(=O)c2ccc(NC(=O)C(C)(C)C)cc2)ccc1OC(=O)c1cccc(C)c1	7.3	?	-11.7%	-23.8%	-26.3%	24.1%	20.1	-1.9%	?

# Compound profiles, as listed above. Screens in order: DRD3 antagonist, KB-V1 MDR tox, GLP-1R agonist, PTHR1 agonist, GLP1R cytotox, TDP43 rescue, DRD3 agonist, aSyn rescue, GLP-1R inv ag
# COc1ccc(N(C(=O)CNC(=O)c2cccs2)C(C(=O)NCC2CCCO2)c2ccccc2)cc1 (stereo not drawn) across the screens: 4.1, -3.4%, 5.7%, i, 8.4%, -3.7%, 13.2, 7.5%, -1.2%
# c1ccc(C2=Nn3c(nnc3-c3ccco3)SC2)cc1 across the screens: -22.1, ?, 19.6%, -22.7%, -8.6%, -14.4%[0.397 µM], -10.9, -3.4%, 131.4%[activator]
# CC1Cn2cc(C(=O)Nc3cccc(C(F)(F)F)c3)c(=O)c3c(Cl)ccc(c32)O1 (stereo not drawn) across the screens: ., 16.6%, ., ?, -1.2%, -1.0%, -15.6, ., 13.4%
# NC(=O)COC(=O)c1cc(-c2cccs2)nn1-c1ccccc1 across the screens: -1.2, -3.1%, 0.3%, i, -17.3%, 0.0%, 0.9, -0.3%, 5.7%

# (listing goes on)
SMILES	DRD3 antagonist	KB-V1 MDR tox	GLP-1R agonist	PTHR1 agonist	GLP1R cytotox	TDP43 rescue	DRD3 agonist	aSyn rescue	GLP-1R inv ag
C[C@@H]1CN([C@H](C)CO)C(=O)CCCn2nncc2CO[C@H]1CN(C)C(=O)CCC(F)(F)F	-3.0	11.5%	-4.2%	-22.5%	0.4%	26.3%	2.3	10.2%	7.0%
Cc1cc(C)c2c(N)c(C(=O)NN3CC(=O)N(c4cccc(Cl)c4)CC3=O)sc2n1	-5.7	1.7%	-2.1%	i	18.2%	8.2%	3.4	11.1%	14.6%
Cn1ncc([N+](=O)[O-])c1C(=O)Nc1cc(Cl)ccc1Cl	0.0	-28.7%	5.9%	i	-3.2%	?	7.9	0.8%	-4.9%
CC(C)Oc1ccc(C(=O)NCCNC(=O)c2ccco2)cc1	0.9	?	4.1%	i	0.6%	2.5%	3.4	-2.7%	11.4%

# Screening results: PubChem, National Center for Advancing Translational Sciences (NCATS)
